CAL PDZ FP-1 – inhibitors of human CAL PDZ peptide binding; purified CAL PDZ, TMR-peptide fluorescence polarization, 1 h; inhibition, % at 20 µM; 0.02% of 330,000 active; AID 504414;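 active means highest replicate inhibition of at least 40%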;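 further: plate controls were DMSO neutral control wells for no effect and unlabeled competitor peptide control wells for full effect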
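Test system: tagged CAL PDZ domain / Buffer or medium: sodium phosphate/NaCl buffer pH 7.4 with TCEP, IgG, Thesit / Reagent: TMR-labelled reporter peptide T*-PRC34 bound in PDZ groove / Compound dosing: single point, 20 µM / Schedule: 1 h incubation at room temperature before polarization reading / Technique: fluorescence polarization (mP) / Benchmarks: unlabelled peptide, DMSO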
Tat transport – E. coli Tat transport inhibition; E. coli MC4100 TorA-mCherry Tat export, fluorescence; inhibition, % at 10 µM; 0.036% of 340,000 active;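 active means mean replicate inhibition at least 50% and at least half of replicates individually reaching 50%; inconclusive means only one of the two criteria met; inactive means neither criterion met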;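 further: exported cargo escapes ClpAP degradation while cytoplasmic cargo is degraded and loses fluorescence; 0% = median of neutral control wells and 100% = median of NaSCN control wells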
CAL PDZ FP-2 – CAL PDZ (human) peptide binding inhibition; Q9HD26; purified CAL PDZ, TMR-peptide fluorescence polarization, 1 h; inhibition, % at 24.9 µM; 0.92% of 300,000 active; AID 602252;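 active means mean inhibition of at least 30% with at least half of replicates also reaching 30%; inconclusive means no clear call, values can overlap the other calls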;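 further: 0% = DMSO neutral control and 100% = excess unlabeled competitor peptide PRC23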
MITF TRPM1 HTS – activators of MITF-driven TRPM1 promoter activity in SK-MEL-5 cells. SK-MEL-5 TRPM1-promoter luciferase, 24 h; % of positive control, neutral wells = 0. activation, % at 12.5 µM. 0.75% of 300,000 active. AID 588334;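 active means mean activation of at least 80% with every replicate also reaching 80%; inconclusive means mean reaches 80% but some replicate falls short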;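 further: 0% = neutral control wells and 100% = parthenolide positive control wells; values of inactives mirror those of a sister screen read the other way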
Wnt bcat act – activators of Wnt/beta-catenin signaling | Wnt/beta-catenin reporter cell assay, activator, plate reader | activation, % at 9.35 µM | 1.2% of 300,000 active | AID 743398; in the data active means activation above about 30%, passing the limit was not always enough; inconclusive means no clear call, values can overlap the other calls;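 further: 0% = neutral control wells and 100% = positive control wells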
Rtt109 HAT inh – blocks Candida albicans Rtt109/Vps75 acetyltransferase activity; Q5AAJ8; 0.16% of 330,000 active; inhibition, % at 34.9 µM; purified Rtt109/Vps75, ThioGlo CoA-SH fluorescence, 4 h;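 active means inhibition of at least 50% in every replicate; inconclusive means best replicate reaches 50% inhibition but some replicates fall short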
Target sequence (Q5AAJ8 whole entry, looked up): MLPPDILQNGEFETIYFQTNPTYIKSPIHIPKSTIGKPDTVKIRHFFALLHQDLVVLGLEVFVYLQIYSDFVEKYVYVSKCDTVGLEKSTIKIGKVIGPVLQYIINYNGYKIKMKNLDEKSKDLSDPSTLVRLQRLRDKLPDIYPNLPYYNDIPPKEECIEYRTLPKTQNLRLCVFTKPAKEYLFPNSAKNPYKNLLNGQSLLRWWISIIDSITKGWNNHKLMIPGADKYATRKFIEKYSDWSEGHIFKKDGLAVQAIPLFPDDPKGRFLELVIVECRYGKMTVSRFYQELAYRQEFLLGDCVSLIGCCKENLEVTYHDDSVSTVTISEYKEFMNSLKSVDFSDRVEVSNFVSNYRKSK
V-ATPase pHluor – alters yeast V-ATPase proton transport | S. cerevisiae, pHLuorin cytosolic pH fluorescence | response, % at 10 µM | 0.37% of 350,000 active | AID 504577; in the data active means response mostly above about 7.3%, no sharp cut-off; inactive means mostly below about 5.4%; further: actives read high; inactives centre near 0; some compounds called inactive have numbers as strong as hits
cardiac RTF act – increases calcium sensitivity of human cardiac regulated thin filaments; P19429+P45379; IANBD-labeled TnC RTF fluorescence at EC20 calcium; 0% EC20 calcium, 100% full calcium; activation, % at 7.2 µM; 0.24% of 340,000 active; AID 493008;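 active means activation above the mean over all tested compounds plus 3 SD, cut at about 30% in these data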;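 further: rise in fluorescence read as greater calcium sensitivity of cardiac thin filaments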
dFosB act – mouse delta FosB homodimer activation; P13346; purified delta FosB, TAMRA-CDK5 oligo fluorescence polarization; percent of positive-control signal above neutral wells; activation, % at 25 µM; 0.99% of 340,000 active;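 active means mean activation above about 17%, with every replicate also reaching it, limit read from the data, passing the limit was not always enough; inconclusive means only one of the two conditions met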;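 further: fluorescence polarization rise as delta FosB binds a TAMRA Cdk5 AP-1 oligo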
CDK5 p35 inh – CDK5/p35 (human) kinase inhibition; Q00535+Q15078; Recombinant CDK5/p35, ADP-Glo luminescence, 60 min; inhibition, % at 10 µM; 0.01% of 330,000 active;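 active means highest replicate inhibition of at least 50% and at least 75% of replicates reaching 50%; inconclusive means only one of the two criteria met; inactive means both criteria failed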;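 further: plate controls were DMSO neutral control for no effect and GW8510 at 10 µM for full effect; many of its hits are not listed in these tables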
Target sequence (Q00535 whole entry, looked up): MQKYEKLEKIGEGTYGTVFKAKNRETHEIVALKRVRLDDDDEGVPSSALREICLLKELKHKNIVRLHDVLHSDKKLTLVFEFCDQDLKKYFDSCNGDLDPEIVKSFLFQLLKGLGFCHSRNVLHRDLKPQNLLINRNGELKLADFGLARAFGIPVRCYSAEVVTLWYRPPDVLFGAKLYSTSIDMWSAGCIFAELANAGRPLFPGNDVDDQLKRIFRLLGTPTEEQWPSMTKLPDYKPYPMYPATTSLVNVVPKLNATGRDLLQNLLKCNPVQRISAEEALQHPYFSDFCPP
Target sequence (Q15078 whole entry, looked up): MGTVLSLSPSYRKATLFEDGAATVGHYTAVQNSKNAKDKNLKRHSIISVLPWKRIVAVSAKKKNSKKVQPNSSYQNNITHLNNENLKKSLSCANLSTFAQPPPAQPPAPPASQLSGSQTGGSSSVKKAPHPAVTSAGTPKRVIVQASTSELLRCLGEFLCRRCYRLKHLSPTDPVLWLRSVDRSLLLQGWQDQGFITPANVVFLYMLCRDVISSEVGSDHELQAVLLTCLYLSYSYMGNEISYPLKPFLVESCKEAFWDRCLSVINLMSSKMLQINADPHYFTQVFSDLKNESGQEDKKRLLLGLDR
Numbers without * were called inactive; u = inconclusive; x = no result given.

CAL PDZ FP-1,Tat transport,CAL PDZ FP-2,MITF TRPM1 HTS,Wnt bcat act,Rtt109 HAT inh,V-ATPase pHluor,cardiac RTF act,dFosB act,CDK5 p35 inh,mol
-2.3,-6.1,0.8,1.1,2.1,-3.8,1.1,-4.2,-2.8,1.4,CC1(c2ccc(OC(F)F)cc2)NC(=O)N(CC(=O)Nc2ccc3[nH]c(=O)[nH]c3c2)C1=O (stereo unspecified)
0.1,3.3,-1.6,0.1,2.9,-3.6,5.9,6.2,-4.2,-1.4,CCN(CC)CCNC(=O)C1c2cc(OC)c(OC)cc2C(=O)N(C)C1c1cccs1 (stereo unspecified)
0.1,-2.4,4.4,-27.0,-8.0,0.6,-2.4,-17.6,-9.2,0.6,N#CC1=C(N)Oc2cc(N)ccc2C1C1CCCCC1 (stereo unspecified)
-1.6,-7.9,-0.8,73.1,53.3*,-2.8,-4.8,3.0,-14.5,-1.1,O=c1/c(=C\c2ccc(F)cc2)sc2n1CCCN=2
x,5.8,-5.3,-6.6,-1.5,4.0,-2.7,-6.1,-8.8,0.8,Cc1ccccc1OCCCCc1c(C)n[nH]c1C
-0.5,1.9,x,1.5,0.6,2.5,2.7,4.1,-7.8,-4.9,C=CCN(CC(=O)NC1CCS(=O)(=O)C1)S(=O)(=O)c1ccccc1C(F)(F)F (stereo unspecified)
-2.6,1.1,-5.8,-6.3,-0.2,2.0,5.4,-5.9,-13.2,0.9,O=C(CCn1c(=O)c2cccn2c2ccccc21)Nc1ccc(F)cc1
1.9,-5.9,-1.7,-0.2,3.4,13.8,-6.4,0.5,-30.4,1.1,Cc1ccc(CNc2ccc(O)cc2)cc1
-0.3,2.6,6.4,1.3,-5.1,5.9,6.3,3.2,-5.1,1.1,COc1ccc(Cl)cc1NC(=S)N(Cc1cccnc1)Cc1ccco1
-0.5,0.3,-4.9,x,-0.1,2.5,-1.6,3.7,-3.9,0.9,O=C(c1ccc(F)cc1)C1CCN(C(=O)c2ccccc2F)CC1
-0.4,1.0,x,-13.6,-4.4,13.7,-1.1,-3.9,-6.6,-2.0,Cn1c(=O)c2c(nc(NCc3ccc4c(c3)OCO4)n2Cc2ccc(F)cc2)n(C)c1=O
-4.6,8.4,1.6,-23.5,-9.6,1.5,0.4,-3.9,-2.7,0.6,COc1ccccc1C1CC(c2ccc(Br)cc2)=NN1C(=O)c1cccnc1 (stereo unspecified)
-1.9,0.8,-1.0,8.3,-8.9,4.2,-1.9,-1.2,2.3,-2.3,O=[N+]([O-])c1ccc(OCc2nnc(-c3ccccc3)o2)cc1
-1.5,11.9,0.4,91.9*,28.8,3.8,3.6,-7.8,-4.1,1.2,COc1ccc2nc(SCc3ccccc3)nc(C)c2c1
-1.7,-5.2,x,0.3,x,-6.4,-3.4,3.2,-7.2,-1.8,CCOc1cccc(CNCCNC(=O)c2nonc2N)c1
-3.3,-6.7,-0.8,-6.0,5.0,9.4,1.8,-1.4,-6.3,-4.8,COc1ccccc1CNc1nc2nc(C)c(C)c(=O)n2[nH]1
0.3,-3.2,-3.2,-13.8,4.6,-7.9,-0.7,15.5,0.5,-1.2,COc1cccc(C(=O)Nc2cc(C(=O)NCc3ccc(C)cc3)ccc2N2CCC3(CC2)CC(c2cccc(Br)c2)=NO3)c1
-1.5,-5.4,x,-5.8,x,6.1,-4.8,-2.6,-4.9,1.0,O=C(Nc1cc(=O)c2ccccc2o1)N1CCCCC1
-0.1,3.7,-3.0,9.4,-8.7,5.4,2.6,0.0,0.3,-3.7,Cc1nn(Cc2noc(C(=O)NCCc3ccccn3)n2)c(C)c1Br
-1.4,3.7,-2.0,4.2,0.4,6.3,3.5,2.1,-1.5,1.6,CC(C)Nc1nc(NC(N)=S)nc(NC(C)(C)C)n1
-6.3,2.7,-3.0,4.6,-4.9,-1.1,2.9,0.6,-11.9,-3.4,CCN(CC)S(=O)(=O)c1ccc(N2CCOCC2)c(NC(=O)c2cc(Cl)c3c(c2)OCO3)c1
-0.6,-7.8,-8.3,x,-3.3,-25.8,3.9,0.2,u,1.4,COC(=O)CSc1nnc(-c2ccc(S(=O)(=O)N3CCCCC3)cc2)o1
-2.8,-9.6,4.4,-11.2,-1.0,-11.1,1.5,-5.3,-10.8,0.7,O=C(N/N=C/c1ccncc1)c1nn(Cc2ccccc2)c(=O)c2ccccc12
-1.5,-12.1,15.9,2.4,1.5,-4.5,-3.0,5.8,-0.9,0.3,Cc1ccc(S(=O)(=O)N2CCN(C(=O)c3ccco3)CC2)c(C)c1
-0.1,-6.5,x,5.7,-3.6,-3.6,-1.1,0.5,-1.7,-0.5,Cc1cccc(OCc2nc(C#N)c(NCCN(C)C)o2)c1

CAL PDZ FP-1,Tat transport,CAL PDZ FP-2,MITF TRPM1 HTS,Wnt bcat act,Rtt109 HAT inh,V-ATPase pHluor,cardiac RTF act,dFosB act,CDK5 p35 inh,mol
-0.2,-8.7,-4.1,x,11.0,11.6,6.9,7.5,-7.3,0.1,COc1ccc(/C=C2\SC(=S)N(CC3CCCO3)C2=O)cc1 (stereo unspecified)
-1.0,5.5,-4.7,0.0,x,-2.8,-8.4,2.1,-2.9,2.6,CCCOC(=O)C1=C(C)NC2=C(C(=O)CCC2)C1c1cc(OC)ccc1OC (stereo unspecified)
-1.2,1.5,-2.2,4.9,1.4,-2.0,-3.3,-1.7,-8.6,0.9,COc1ccccc1-c1coc2cc(OCC(=O)OCc3ccccc3)ccc2c1=O
0.3,-4.8,-2.7,2.9,-0.5,0.6,0.5,1.4,-3.6,1.4,COCc1nnc(NC(=O)CC(c2ccccc2)c2ccccc2)s1
-1.8,0.1,-2.8,-3.5,2.0,2.4,-0.5,0.6,-4.7,1.6,Cc1ccc(S(N)(=O)=O)c(C)c1N1CCCC1=O
-1.3,3.2,0.1,-5.1,-0.2,1.8,-1.3,-1.0,-5.9,-0.3,CCOc1ccc(CCNC(=O)CN(C)S(=O)(=O)c2cccs2)cc1OCC
-0.3,4.0,2.3,x,-10.6,3.2,5.9,-6.1,-5.1,1.3,N#Cc1c(N)[nH]c2ccc(Sc3ccccc3)cc12
-1.5,4.6,-4.6,0.4,-5.1,0.8,-1.5,5.2,-2.9,-0.8,O=C(NCc1nnnn1-c1ccc(F)c(F)c1)c1ccc(S(=O)(=O)N2CCOCC2)cc1
0.6,7.1,-2.5,1.7,-1.1,-7.4,0.0,5.8,-12.3,1.7,CN(Cc1c(C(=O)N/N=C/c2ccccc2)nnn1-c1nonc1N)C1CCCCC1
-1.6,4.2,7.2,-22.6,-1.7,9.3,0.7,x,0.3,-0.5,Clc1ccc(-c2cc3ccccc3nc2N2CCOCC2)cc1
-0.4,-2.8,-4.9,6.1,7.7,7.7,-9.5,-4.8,-2.2,0.8,CC1CCCN(S(=O)(=O)c2cccc(C(=O)NCc3ccco3)c2)C1 (stereo unspecified)
-1.5,-7.7,0.3,3.8,3.6,-12.0,-0.5,-1.7,-4.3,-0.9,COc1ccc(C(=O)NCCc2nnc3ccc(SCC(=O)N4CCCC4)nn23)cc1
-0.2,2.8,0.4,10.6,-5.0,4.1,2.3,-3.2,3.4,-0.2,COCCn1c(Sc2nc(C)cs2)nc2c1c(=O)[nH]c(=O)n2C
-3.0,-7.2,-5.0,x,-3.0,5.8,-1.3,4.2,-6.6,-0.3,CCCN1C(=O)C(Cc2nc3ccccc3c(=O)n2C)c2ccccc21 (stereo unspecified)
0.4,-2.7,3.0,-1.3,-6.3,-0.7,-1.9,0.1,-5.7,x,CC(=O)N(c1ccccc1)c1ccc([N+](=O)[O-])cc1[N+](=O)[O-]
-17.8,4.2,1.4,18.8,2.4,-3.6,-4.2,6.1,-10.4,3.8,CCOC(=O)Cc1csc(NC(=O)c2ccc(C)cc2)n1
-2.8,-8.2,-5.4,-19.2,-0.1,-0.2,-0.6,-0.5,0.0,-0.2,O=C(CCCC(=O)N/N=C/c1ccccc1C(=O)O)N/N=C/c1ccccc1C(=O)O
-2.6,-13.3,-2.6,-13.6,-0.4,3.6,1.2,-0.7,0.2,0.8,CCc1ccc(NC(=O)CSc2ccc(-c3ccccn3)nn2)cc1
-1.4,0.6,-1.2,x,x,-1.3,-2.2,-0.3,-2.0,-1.8,O=c1c2ccccc2nc(-c2ccccc2)n1Cc1ccco1
-2.3,0.3,-3.1,-9.1,0.3,-8.3,-1.3,6.3,-16.3,0.0,Cc1ccc(NC(=O)CCN2C(=O)C3CCCCC3C2=O)c(O)c1 (stereo unspecified)
-0.5,-0.8,2.6,-10.8,-5.4,-5.4,-4.4,3.5,3.9,1.6,COc1ccc(CC(=O)Nc2nccs2)cc1OC
-1.2,0.4,4.1,5.2,5.4,-4.8,3.4,1.8,6.6,-0.6,Cc1[nH]nc(SCC(=O)NC2CCCCC2)c1[N+](=O)[O-]
0.0,3.0,x,4.0,2.6,-7.1,3.6,8.6,-5.3,0.6,CC1(C)C(=O)OC(c2ccccc2)C(C)(C)C1=O (stereo unspecified)
2.8,19.1,6.0,-4.1,-2.3,-13.2,-1.1,-1.4,8.6,-5.7,COc1ccc(-c2cc(C)no2)cc1S(=O)(=O)N1CCOc2ccccc21

Among those listed so far, two have a thiophene ring, fused or not.
CAL PDZ FP-1,Tat transport,CAL PDZ FP-2,MITF TRPM1 HTS,Wnt bcat act,Rtt109 HAT inh,V-ATPase pHluor,cardiac RTF act,dFosB act,CDK5 p35 inh,mol
0.1,3.3,-1.6,0.1,2.9,-3.6,5.9,6.2,-4.2,-1.4,CCN(CC)CCNC(=O)C1c2cc(OC)c(OC)cc2C(=O)N(C)C1c1cccs1 (stereo unspecified)
-1.3,3.2,0.1,-5.1,-0.2,1.8,-1.3,-1.0,-5.9,-0.3,CCOc1ccc(CCNC(=O)CN(C)S(=O)(=O)c2cccs2)cc1OCC
